# All columns: NCI-60 one-dose screen, growth in % after 48 h at 10 µM unless noted; 100 = growth as untreated, 0 = no growth, -100 = all killed.
# RXF 393 = RXF 393 renal cancer cells; actives 6.9% (n = 77,000)
# UO-31 = UO-31 renal cancer; actives 5.2% (n = 81,000); AID 1794768
# ACHN = ACHN renal cancer; actives 4.9% (n = 81,000); AID 1794771
# TK-10 = TK-10 renal cancer cells. actives 3.9% (n = 81,000)
# 786-0 = 786-0 renal cancer cells; actives 5.1% (n = 81,000)
# A498 = A498 renal cancer cells. actives 5.4% (n = 76,000)
# SN12C = SN12C renal cancer cells; actives 3.8% (n = 81,000); AID 1794767
# CAKI-1 = CAKI-1 renal cancer. AID 1794772. actives 4.7% (n = 75,000)
# U251 = U251 CNS tumor cells. actives 5.4% (n = 80,000). AID 1794753
# Numbers without * were called inactive; . = no result given; & = joins results of further samples. The calls were made as follows: active = growth percent below 10; inactive = the rest. Only part of the results is shown; rates above refer to the full screens.
# Below each compound: RXF 393, UO-31, ACHN, TK-10, 786-0, A498, SN12C, CAKI-1, U251
> Cc1ccc([C@@H]2C[C@@H]3Cc4ccc5ccccc5c4N2O3)s1
  91.9, 63.7, 94.4, 85.2, 98.2, 63.8, 88.5, 69.6, 88.6
> COC(=O)c1cccnc1
  105.4, 78.9, 90.6, 96.9, 87.1, 101.1, 93.2, 94.8, 99.4
> O=C(O)C(O)C(O)C(O)C(O)C(=O)O (stereo not drawn)
  96.0, 94.7, 110.0, 105.2, 106.7, 95.2, 102.8, 98.2, 106.1
> N=C(N=C(N)N)N1CCOCC1
  110.5&111.0, 85.0&83.8, 103.3, 97.9&102.8, 95.6&103.8, 101.7&91.7, 96.7&99.4, 102.8&94.8, 103.4&100.6
> Cn1cc(-c2nnc(-c3cn(C)c4ncccc34)s2)c2cc(F)ccc21
  116.9, 71.6, 94.9, 106.1, 99.5, 75.3, 86.9, 72.5, 99.9
> [2H]C1([2H])NCCN(c2ccc(Nc3ncc4c(C)c(C(C)=O)c(=O)n(C5CCCC5)c4n3)nc2)C1([2H])[2H]
  65.9, 44.3, 40.6, 45.7, 59.7, 73.2, 67.9, ., 60.2
> Cc1cc2c(s1)Nc1ccccc1N=C2N1CCN(C)CC1
  99.7, 81.4, 103.5, 99.4, 101.4, 92.2, 90.7, 89.4, 92.6
> NS(=O)(=O)c1cccc(N2C(=O)C3CC=CCC3C2=O)c1 (stereo not drawn)
  113.1, 84.4, 103.2, 102.3, 101.8, 90.1, 104.5, 91.0, 106.2
> Nc1nccs1
  ., 92.5, 102.5, 112.7, 98.1, 98.4, 99.2, 103.4, 96.1
> O=c1cc[nH]c(=O)[nH]1
  127.8, 91.2&87.7, 107.1&106.4, 98.5&107.0, 101.9&96.9, 88.7&93.6, 99.4&106.4, 91.7&112.9, 91.8&100.4
> O=C(Nc1ccccc1)Nc1ccc2nc(NS(=O)(=O)c3ccc4ccccc4c3)sc2c1
  111.2, 83.9, 100.8, 105.4, 104.1, 125.1, 96.6, 88.1, 99.3
> O=C(Nc1ccc(Cl)cc1)Nc1ccc(Cl)c(C(F)(F)F)c1
  33.6, 18.5, 0.2*, 18.1, 15.1, -7.4*, 6.9*, 8.5*, 4.4*
> CC1=NN(c2ccccc2)C(=O)C1
  82.5&193.5&114.3, 85.0&90.9&83.7, 94.2&109.5&99.2, 131.5&156.7&124.0, 109.2&105.5, 88.6&100.2&104.1, 98.1&107.3&106.3, 89.7&102.2&102.0, 99.8&108.8&101.8
> Cn1c(Nc2ccc(C(F)(F)F)cc2)nc2cc(Oc3ccnc(-c4ncc(C(F)(F)F)[nH]4)c3)ccc21
  7.3*, 28.8, 42.2, 95.0, 89.4, 23.7, 59.8, 34.7, 46.3
> Cc1cc(-c2nc(-c3ccc(OC(F)(F)F)cc3)no2)nn1Cc1ccnc(N2CCN(C3CC3)CC2)c1
  96.4, 60.0, 73.9, 58.0, 73.2, 66.7, 84.5, ., 67.2

# Structures shown so far that contain an NH in an aromatic ring (two):
# Below each compound: RXF 393, UO-31, ACHN, TK-10, 786-0, A498, SN12C, CAKI-1, U251
> O=c1cc[nH]c(=O)[nH]1
  127.8, 91.2&87.7, 107.1&106.4, 98.5&107.0, 101.9&96.9, 88.7&93.6, 99.4&106.4, 91.7&112.9, 91.8&100.4
> Cn1c(Nc2ccc(C(F)(F)F)cc2)nc2cc(Oc3ccnc(-c4ncc(C(F)(F)F)[nH]4)c3)ccc21
  7.3*, 28.8, 42.2, 95.0, 89.4, 23.7, 59.8, 34.7, 46.3

# For reference, two of the compounds above:
# Below each compound: RXF 393, UO-31, ACHN, TK-10, 786-0, A498, SN12C, CAKI-1, U251
> Cn1c(Nc2ccc(C(F)(F)F)cc2)nc2cc(Oc3ccnc(-c4ncc(C(F)(F)F)[nH]4)c3)ccc21
  7.3*, 28.8, 42.2, 95.0, 89.4, 23.7, 59.8, 34.7, 46.3
> Cc1cc(-c2nc(-c3ccc(OC(F)(F)F)cc3)no2)nn1Cc1ccnc(N2CCN(C3CC3)CC2)c1
  96.4, 60.0, 73.9, 58.0, 73.2, 66.7, 84.5, ., 67.2

# Grouped by structure: the compounds so far containing a carbonyl joined to an NH by a bond outside any ring
# Below each compound: RXF 393, UO-31, ACHN, TK-10, 786-0, A498, SN12C, CAKI-1, U251
> O=C(Nc1ccccc1)Nc1ccc2nc(NS(=O)(=O)c3ccc4ccccc4c3)sc2c1
  111.2, 83.9, 100.8, 105.4, 104.1, 125.1, 96.6, 88.1, 99.3
> O=C(Nc1ccc(Cl)cc1)Nc1ccc(Cl)c(C(F)(F)F)c1
  33.6, 18.5, 0.2*, 18.1, 15.1, -7.4*, 6.9*, 8.5*, 4.4*

# (cont.)
# Below each compound: RXF 393, UO-31, ACHN, TK-10, 786-0, A498, SN12C, CAKI-1, U251
> C=CCSc1nc(NC(=O)CN2CCN(c3cc4c(cc3F)c(=O)c(C(=O)O)cn4C3CC3)CC2)cc(=O)[nH]1
  97.2, 85.1, 97.5, 104.9, 99.9, 89.4, 99.5, 93.6, 101.9
> Cn1cc(-c2nc(N)nnc2-c2c[nH]c3ccccc23)c2ccccc21
  93.6, 72.5, 89.2, 121.1, 93.8, ., 83.1, 83.8, 90.0
> CCN(CC)CCOc1ccccc1C(=O)CCc1ccccc1
  95.2, 75.9, 98.2, 78.1, 96.3, 100.4, 89.7, 105.1, 104.1
> COc1ccccc1OCC(O)COC(N)=O (stereo not drawn)
  108.6, 86.6, 101.8, 110.5, 102.4, 98.8, 102.4, 91.9, 99.5
> CC(C)(C)c1cnc(CSc2cnc(NC(=O)C3CCNCC3)s2)o1
  -51.5*, -4.7*, 9.4*, 5.2*, 12.0, -31.7*, 11.8, 16.5, 2.2*
> CCN(CCCOc1ccc2c(Nc3cc(CC(=O)Nc4cccc(F)c4)[nH]n3)ncnc2c1)CCOP(=O)(O)O
  96.7, 69.3, 95.5, 83.9, 86.5, 98.4, 79.0, 58.1, 71.8
> Cn1cc(-c2cnc3ccc4ccc(CS(=O)(=O)NCc5ccccn5)cc4c(=O)c3c2)cn1
  63.0, 48.4, 64.8, 57.6, 77.1, 57.5, 73.4, 41.6, 63.2
> COc1ccc(N=N/C(C(=O)C(F)(F)F)=C(\O)c2ccc(Cl)cc2)cc1
  92.5, 63.1, 79.5, 93.9, 71.7, 73.6, 79.8, 54.9, 33.6
> COc1ccc2c(c1)c(-c1nnc(N)nc1-c1cn(C)c3ccc(OC)cc13)cn2C
  102.7, 74.5, 95.6, 108.4, 91.3, ., 85.9, 77.4, 92.5
> c1ccc2c(CC3=NCCN3)cccc2c1
  101.5&105.4, 98.7&97.6, 116.0&101.7, 107.8&114.0, 99.9&98.3, 81.4&90.3, 107.0&102.8, 92.9, 100.0&94.6
> CN1CCC(=C2c3ccccc3CCc3sccc32)CC1
  91.9, 60.8, 91.5, 96.4, 82.7, 104.0, 93.3, 77.3, 89.2
> COc1ccc(CN(CCN(C)C)c2ccccn2)cc1
  109.3&128.3, 82.1&98.7, 104.8&89.6, 99.0&108.4, 98.3&106.4, 123.8&141.8, 102.8&102.8, 93.9, 106.4&107.5
> NS(=O)(=O)c1cc2c(cc1C(F)(F)F)NC(Cc1ccccc1)NS2(=O)=O (stereo not drawn)
  ., 75.8, ., 110.7, 98.8, 111.2, 111.4, 90.1, 103.0
> CCC[C@H](N[C@@H](C)C(=O)N1[C@H](C(=O)O)C[C@@H]2CCCC[C@@H]21)C(=O)OCC
  113.7, 77.4, 90.8, 113.1, 102.6, 98.9, 100.8, 102.5, 93.6
> O=C(Nc1ccc(Cl)c(Cl)c1)Nc1ccc2nc(NS(=O)(=O)c3ccc4ccccc4c3)sc2c1
  110.9, 91.0, 101.3, 110.9, 105.2, 104.2, 100.0, 92.4, 91.7
> COc1ccc(/C=C/C(C)=N/OC(C)C(=O)NC(C)C)cc1 (stereo not drawn)
  106.0, 84.0, 95.6, 100.8, 103.6, 77.2, 103.9, 102.1, 91.7
> Cn1ncc(Cl)c1-c1cc(C(=O)N[C@H](CN)Cc2ccc(F)c(F)c2)oc1Cl
  -52.6*, -19.8*, 4.5*, -91.0*, -46.7*, -78.9*, 16.5, -34.2*, -86.5*
> Cn1cc(C(=O)c2nc(-c3cn(C)c4ccc(Br)cc34)no2)c2ccccc21
  110.5, 87.8, 107.8, 100.4, 107.8, 95.1, 95.6, 97.9, 98.9
> C[C@H]1COc2c(N3CCN(C)CC3)c(F)cc3c(=O)c(C(=O)O)cn1c23
  117.7, 91.0, 94.5, 110.0, 99.9, 96.5, 104.3, 95.7, 105.6
> COc1ccc(C2=NN(c3ccc(S(N)(=O)=O)cc3)C(c3ccc(N(C)C)cc3)C2)c(OC)c1 (stereo not drawn)
  98.5, 87.2, 101.8, 118.6, 92.7, 101.0, 95.7, ., 99.6
> CC(Oc1c(Cl)cccc1Cl)C1=NCCN1 (stereo not drawn)
  119.0, 84.1, 101.3, 98.3, 102.2, 108.8, 104.7, 100.6, 106.0
> COc1cc2nc(N3CCN(C(=O)C4COc5ccccc5O4)CC3)nc(N)c2cc1OC (stereo not drawn)
  108.9&83.4&86.4, 85.0&98.7&94.5, 98.8&92.4&120.9, 88.4&86.4, 99.0&93.5&111.6, 101.1&94.2&105.5, 99.7&83.0&88.1, 87.4&82.2&103.2, 99.1&86.8&91.8
> Cc1nc2ccc(-n3ncc(C(=O)c4cc5ccccc5[nH]4)c3N)cc2[nH]1
  15.5, 48.9, 49.8, 71.3, 55.2, 8.0*, 61.2, 62.2, 24.4
> COc1cc(Nc2c(C#N)cnc3cc(OCCCN4CCN(C)CC4)c(OC)cc23)c(Cl)cc1Cl
  59.0, 38.1, 27.3, 29.8, 67.7, 78.3, 51.9, 31.0, 65.0
> C[C@@H](NC(=O)c1ncnc(N)c1Cl)c1ncc(C(=O)Nc2cc(C(F)(F)F)c(Cl)cn2)s1
  105.6, 52.8, 74.5, 77.4, 109.9, 59.6, 82.6, 74.2, 75.9
> O=C1NC(=O)[C@@]2(CCOc3ccc(F)cc32)N1
  110.3, 92.3, 102.8, 92.3, 91.9, 113.3, 102.3, 98.6, .
> Nc1cc(-c2ccncc2)c[nH]c1=O
  124.8, 82.5, 101.5, 99.9, 103.5, 73.3, 104.0, 99.5, 103.1
> O=C(O)[C@@H]1[C@H]2C[C@H]3c4[nH]c5ccccc5c4CCN3C[C@@H]2CC[C@@H]1O
  110.6, 82.8, 100.4, 104.2, 76.0, 129.6, 106.9, 104.8, 114.1
> C/C=C\C1=C(C(=O)O)N2C(=O)C(NC(=O)C(N)c3ccc(O)cc3)C2SC1 (stereo not drawn)
  108.9, 77.0, 97.3, 100.0, 99.7, 118.5, 102.6, 89.5, 95.2
> O=C(NC[C@H](O)CN1CCc2ccccc2C1)c1cc(NC2COC2)ncn1
  114.1, 78.2, 95.9, 96.4, 92.0, 115.6, 95.5, ., 101.9
> COc1cc(N2CCC(N3CCN(C)CC3)CC2)ccc1Nc1ncnc(Nc2ccccc2S(=O)(=O)C(C)C)n1
  132.8, 98.7, 98.5, 107.9, 99.7, 114.0, 106.6, 103.7, 100.6
> COc1ccc2c(c1)c(-c1nnc(N)nc1-c1c[nH]c3ccc(Br)cc13)cn2C
  73.7, 60.3, 91.2, 92.7, 84.1, 90.8, 97.9, 66.3, 92.8

# Individual results from the results shown:
# For RXF 393, O=C(O)[C@@H]1[C@H]2C[C@H]3c4[nH]c5ccccc5c4CCN3C[C@@H]2CC[C@@H]1O is listed with 110.6
# For U251, C[C@H]1COc2c(N3CCN(C)CC3)c(F)cc3c(=O)c(C(=O)O)cn1c23 is listed with 105.6
# For CAKI-1, O=C1NC(=O)[C@@]2(CCOc3ccc(F)cc32)N1 is listed with 98.6
# For CAKI-1, Cn1ncc(Cl)c1-c1cc(C(=O)N[C@H](CN)Cc2ccc(F)c(F)c2)oc1Cl is listed with -34.2*
# For TK-10, C/C=C\C1=C(C(=O)O)N2C(=O)C(NC(=O)C(N)c3ccc(O)cc3)C2SC1 (stereo not drawn) is listed with 100.0
# For U251, Nc1cc(-c2ccncc2)c[nH]c1=O is listed with 103.1

# Screens (PubChem BioAssay)
